Compound activity as filed in PubChem.
OX1R antag-1 – antagonists of human orexin 1 receptor (OX1R) | OX1R-expressing cells, FRET antagonist read-out | inhibition, % at 6.6 µM | hit rate 1.8% among 330,000 | AID 485270; in the data active means inhibition mostly above about 38%, no sharp cut-off; inactive means mostly below about 40%;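 further: 0% = agonist challenge alone and 100% = reference antagonist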
Target sequence (O43613 whole entry, looked up): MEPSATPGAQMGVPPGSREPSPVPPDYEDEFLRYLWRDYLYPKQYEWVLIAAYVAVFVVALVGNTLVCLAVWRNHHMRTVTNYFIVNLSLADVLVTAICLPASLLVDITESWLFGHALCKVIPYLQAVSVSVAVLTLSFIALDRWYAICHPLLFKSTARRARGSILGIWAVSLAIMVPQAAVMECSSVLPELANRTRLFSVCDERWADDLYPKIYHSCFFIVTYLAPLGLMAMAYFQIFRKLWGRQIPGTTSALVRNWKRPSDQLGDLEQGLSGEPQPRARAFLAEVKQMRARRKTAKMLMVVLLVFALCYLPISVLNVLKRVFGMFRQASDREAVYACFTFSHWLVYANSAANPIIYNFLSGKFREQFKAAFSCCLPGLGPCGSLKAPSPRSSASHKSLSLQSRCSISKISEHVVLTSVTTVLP
OX1R antag-2 – antagonists of human orexin 1 receptor. CHO/OX1R cells, Fluo-8 calcium fluorescence, orexin A. inhibition, % at 5 µM. hit rate 0.43% among 330,000. AID 434989;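 active means inhibition above its plate's threshold, mean inhibition of all tested compounds on the plate plus 3 SD, cut at about 37% in these data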;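 further: 0% = orexin A challenge wells and 100% = SB-334867-A antagonist wells; not every result past the cut was called active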
* marks the source's active call; other numbers are inactive results. Hits appear at their usual frequency; 2% or so of the library scored in one or more.

structure | OX1R antag-1 | OX1R antag-2
CCOC(=O)C1=C(N)N(c2ccccc2)C(=O)C1 | 8 | -14
COc1ccc(-c2[nH]ncc2CN(C)Cc2cccnc2)c(OC)c1 | 2 | -11
CCOC(=O)c1ccccc1NC(=O)Cc1sc(-c2cccnc2)nc1-c1ccc(C)cc1 | 7 | -32
O=C(Nc1ccc(Oc2cccc(C(F)(F)F)c2)nc1)c1ccco1 | 23 | -10
COCCCn1c(SCC(=O)Nc2cccc(C(=O)OC)c2)nnc1-c1ccncc1 | 0 | -12
CCS(=O)(=O)N1CCN(c2ccccc2)CC1 | 12 | -8
COc1ccc(CNC(=O)C2CC(C)=CCC2C(=O)O)cc1 (configuration not stated) | -16 | 0
Cc1cc2oc(=O)cc(CN3CCOCC3)c2cc1O | -2 | -14
CCCCN(CC)C(=S)Nc1ccc2nc(N3CCN(C)CC3)cc(C)c2c1 | 17 | -7
COc1cc(NC(C)CCCN)c2ncccc2c1 (configuration not stated) | 39 | -10
COc1cc(/C=N/NC(=O)NC2CCCCC2)ccc1O | 4 | -4
CC(C)C(=O)N(c1cc2sc(=O)oc2c2ccccc12)S(=O)(=O)c1cccs1 | 38 | 68*
O=C1Cc2cc([N+](=O)[O-])ccc2N1c1c(Cl)cccc1Cl | 10 | -17
CCOc1cc(C(c2c(C)[nH][nH]c2=O)c2c(C)[nH][nH]c2=O)cc(Cl)c1O | 5 | -3
Cc1cc(C)c(C#N)c(SCC(=O)c2ccc(Cl)cc2Cl)n1 | 36 | -38
CC(=O)Nc1ccc(S(=O)(=O)N2CCN(c3ccccn3)CC2)cc1 | 1 | 8
COCC(=O)N(Cc1cc2cc(OC)ccc2[nH]c1=O)c1ccc(C)cc1 | 15 | -16
O=C(CN1C(=O)CNC1=O)Nc1cc(Cl)cc(Cl)c1 | 8 | -3
CCNc1nc(NC(C)C)nc(N(C#N)C(C)C(=O)N(C)C)n1 (configuration not stated) | 20 | -22
COc1ccc(CCNC(=O)Cc2cc(=O)[nH]c(=O)[nH]2)cc1OC | 6 | -11
CC1CC(N(C(=O)c2ccco2)c2ccccc2)c2ccccc2N1 (configuration not stated) | 28 | -31
O=C(NCCc1ccccc1)c1cc2ccccc2oc1=O | 15 | -24
Cc1ccc(C(=O)NCC(=O)OCC(=O)c2c(N)n(C)c(=O)n(C)c2=O)cc1C | 6 | -26
CCCCN(CC)CCCNC(=O)CN1C(=O)CSc2ccc(S(=O)(=O)N3CCOCC3)cc21 | 25 | -11
CC(=O)N1CCC(C(=O)Nc2ccc(S(=O)(=O)NCCc3ccccc3)cc2)CC1 | 4 | -7
C[C@H](Nc1ncnc2sc3c(c12)CCC3)C(=O)O | 11 | -18
CCN(CC)CCNC(=O)c1cccc(NC(=O)C(=O)c2cc(Br)ccc2NC(C)=O)c1 | 9 | -14
COc1ccc(C/C(C)=N/NS(=O)(=O)c2ccc(Br)cc2)cc1 | 10 | -16
CCCCn1c(SCC(=O)N(C)C)nnc1-c1ccncc1 | 8 | -9
CC(=O)Nc1cc2c3c(c1)CCC(=O)N3CCC2 | 6 | -19
O=C(O)CCCNc1n[nH]c(=O)[nH]c1=O | 25 | -11
CC(Sc1nnc(-c2cccs2)n1C1CC1)C(=O)NCC1CCCO1 (configuration not stated) | 4 | -16
COc1ccc(-c2nnc(OCc3nc4ccccc4n3C)c3ccccc23)cc1 | 40 | -36
Cc1onc(-c2c(Cl)cccc2Cl)c1C(=O)NN1CCCCCC1 | 9 | -29
Cc1ccc(Nc2nc(CSc3nnnn3-c3ccccc3)cc(=O)[nH]2)cc1 | 82* | 13
O=C(CSCc1c[nH]c(=O)[nH]c1=O)OCC(=O)c1ccc(Br)cc1 | 15 | -5
CC(C)(C)C(=O)Nc1nnc(SCC(=O)Nc2nccs2)s1 | 14 | -9
Cc1cccc(-c2nnc(SCc3nc4ccccc4[nH]3)n2Cc2ccco2)c1 | 32 | -25
Cc1ccc(-n2c(Cc3ccccc3)n[nH]c2=S)c(C)c1 | 36 | -19
CN1CCN(CC(=O)Nc2ccc(OC(F)(F)F)cc2)CC1 | 2 | 2
O=C(NCc1cccc(Cl)c1)NCc1cccc(Cl)c1 | 22 | -10
CCOC(=O)c1ccc(NC(=O)CSc2nnc(COc3ccccc3OC)n2CC)cc1 | 10 | -17
Cn1nnnc1SCC(=O)Nc1cccc([N+](=O)[O-])c1 | 34 | -6
COc1cccc(NC(=O)c2ccccc2-c2nc(-c3cccc(C)c3)no2)c1 | 38 | 18
COc1ccc(Nc2nc(NCC3CCCO3)c3ccccc3n2)c(OC)c1 (configuration not stated) | 10 | -44
CCC(C)N1CCCCC1C(=O)Nc1c(C)cc(C)cc1C (configuration not stated) | 22 | -15
Cc1ccc(C(=O)COC(=O)c2ccccc2N2C(=O)C3C4CCC(C4)C3C2=O)cc1C (configuration not stated) | 18 | -8
CC(=O)Nc1cccc(NC(=S)Nc2cccc(Cl)c2Cl)c1 | 3 | -8
CC(C)(C)C(=O)Nc1nc(-c2ccc3c(c2)OCO3)cs1 | 24 | -24
COc1cccc(C(=O)Oc2cc(C)[nH]c(=O)c2[N+](=O)[O-])c1 | 20 | -12
C=CCn1cnc2c(nnn2-c2ccc(C)c(Cl)c2)c1=O | 15 | -19
COc1cccc(Cn2cnc3c([N+](=O)[O-])c(C)c(C)cc32)c1 | 20 | -29
CSC(=N/N=C(\N)c1cnccn1)SC | 20 | -13
O=[N+]([O-])c1ccc2nonc2c1Nc1cccc(F)c1 | 25 | -8
CCc1cccc(C)c1NC(=O)C1CCN(C(=O)c2ccc([N+](=O)[O-])cc2)CC1 | 36 | -15
COc1ccc2[nH]c(C)c(CCNC(=S)Nc3ccc(F)cc3)c2c1 | 13 | 5
Cc1cc(C)cc(NC(=S)N2CCC(NC(=O)c3ccco3)CC2)c1 | 1 | -7
Nc1nnnn1/N=C/c1cc(Cl)cc(Cl)c1O | 0 | 9
COc1cccc(C(=O)/C=C/c2ccc(SC)cc2)c1 | 16 | -19
O=C(c1ccco1)N1C(=O)c2cccc3cccc1c23 | 19 | 9

Exported field by field: entries from further up
> COc1cccc(NC(=O)c2ccccc2-c2nc(-c3cccc(C)c3)no2)c1
- OX1R antag-1: 38
- OX1R antag-2: 18
> COc1ccc(Nc2nc(NCC3CCCO3)c3ccccc3n2)c(OC)c1 (configuration not stated)
- OX1R antag-1: 10
- OX1R antag-2: -44

Next section.
structure | OX1R antag-1 | OX1R antag-2
Cc1ccc(OCC(=O)O/N=C(\N)c2ccncc2)cc1C | 29 | -31
COCCCNC(=O)C[C@H]1C[C@H](C(=O)N2CCOCC2)[C@@]2(C)c3[nH]c4cc(-c5ccco5)ccc4c3CCN2C1=O | 7 | -24
O=C(N/N=C/C1CC2C=CC1C2)c1ccccc1O (configuration not stated) | 4 | -9
CCCCCn1nc(C(=O)N(CCOC)c2c(N)n(CCCC)c(=O)[nH]c2=O)c2ccccc2c1=O | 11 | -26
COCC(C)NC(=O)CSc1nc2ccccc2c(=O)n1CCc1ccc(S(N)(=O)=O)cc1 (configuration not stated) | 0 | -15
CCOc1ccc(NC(=S)NCc2ccc3[nH]c(C)cc3c2)cc1 | 18 | -11
COc1ccc(Cl)cc1S(=O)(=O)NC1CC(C)(C)NC(C)(C)C1 | 17 | -10
Cc1[nH]c2ccccc2c1C(=O)CN1CCN(c2ccc(Cl)cc2)CC1 | 10 | -15
Cc1nnc(NC(=O)c2ccccc2F)s1 | 3 | 13
CN(Cc1ccccc1)S(=O)(=O)c1csc(C(N)=O)c1 | 4 | -19
Cc1c(NC(=O)C(C)OC(=O)c2ccc(NC(=O)CC#N)cc2)c(=O)n(-c2ccccc2)n1C (configuration not stated) | 9 | 0
O=C(CSc1nc2ccccc2[nH]1)Nc1ccccc1F | 9 | -21
O=C(Nc1ccc2c(c1)OCO2)C1CCCN(S(=O)(=O)Cc2ccccc2)C1 (configuration not stated) | 17 | -30
CC(=O)Nc1nnc(CCS(=O)(=O)c2ccc(C)c(C)c2)s1 | 9 | -13
CCOc1ccc(CN(C)CC(=O)Nc2ccc3c(c2)CCC3)cc1OC | 17 | -29
Nc1cc2c(cc1C(=O)c1ccccc1F)OCCO2 | 13 | -7
COc1ccc(NS(=O)(=O)c2ccc(N3CCOCC3)c(NC(=O)c3ccc(OC)cc3)c2)cc1 | 15 | -5
CCOc1ccc(NS(=O)(=O)c2ccc(NC(=O)c3cccnc3)c(OC)c2)cc1 | 24 | -14
O=c1cc(CSc2nnc(Nc3ccccc3)s2)nc2sccn12 | 17 | -5
CC(CN1CCCC1)OC(=O)C(c1ccccc1)c1ccccc1 (configuration not stated) | -5 | -18
Cc1cc(C)n2nc(C(=O)N3CCN(Cc4ccc5c(c4)OCO5)CC3)nc2n1 | 12 | -23
O=C(/C=C1\NC2(CCCC2)Cc2ccccc21)C(=O)N/N=C/c1ccccc1O | 82* | -11
CCOc1ccccc1OCCCC(=O)NNC(=O)c1ccc(F)cc1 | 5 | -24
CCOC(=O)N1CCC(NC(=O)c2cc(COc3ccc(F)cc3Cl)on2)CC1 | -3 | -12
Cc1cc([N+](=O)[O-])nn1CC(=O)N1c2ccccc2CC1C (configuration not stated) | 16 | -19
COc1ccccc1-n1cnnc1SC(C)C(=O)Nc1cccc([N+](=O)[O-])c1 (configuration not stated) | 22 | -14
Cc1ccc(NC(=S)NNC(=O)CSc2nnc(-c3ccc(Cl)cc3)n2C2CCCCC2)cc1 | 9 | -45
CCOc1ccc(-c2cc(C(=O)Nc3ccc4c(c3)OCCO4)c3ccccc3n2)cc1 | 13 | -19
Cc1cc(NS(=O)(=O)c2ccc(C3CCCCC3)cc2)no1 | 25 | -3
C=CC[C@@H](Cc1ccc(F)cc1)C(=O)OC[C@H]1CCCN1C(=O)[C@@H](CC=C)CC(=O)N(CCO)Cc1ccccc1 | 2 | 6

Profiles, looked up by structure.
CCOC(=O)N1CCC(NC(=O)c2cc(COc3ccc(F)cc3Cl)on2)CC1 is listed with OX1R antag-1 = -3; OX1R antag-2 = -12
O=C(CSc1nc2ccccc2[nH]1)Nc1ccccc1F is listed with OX1R antag-1 = 9; OX1R antag-2 = -21

Next compounds follow.
structure | OX1R antag-1 | OX1R antag-2
Cc1ccccc1C1=Nn2c(nnc2-c2ccco2)SC1 | 24 | -10
CCn1c(O)c(/C=C2\C=NN=C2c2ccccc2)sc1=S | 25 | -15
COc1ccc(S(=O)(=O)N2CCOc3ccccc32)cc1 | -4 | -9
COc1ccc(CCNC(=O)CNS(=O)(=O)c2cccs2)cc1OC | 13 | 2
COc1cc(/C=N/NC(=O)c2ccncc2)ccc1OCC(=O)Nc1ccccc1 | 16 | -15
CC(C)(C)OC(=O)N1CCC(CC2CC(c3ccccc3)=NO2)(C(=O)NCc2ccccc2)CC1 (configuration not stated) | 7 | -41
CCOC(=O)N1CCN(C(=O)CCNS(=O)(=O)c2ccc(C)c(C)c2)CC1 | 19 | -17
O=C(Nc1nc(-c2ccccc2)c(C(=O)c2ccccc2)s1)c1ccc(S(=O)(=O)N2CCCCC2)cc1 | 15 | -16
CC1(C)CC(NC(=O)COc2cc3oc(=O)c4c(c3cc2Cl)CCC4)CC(C)(C)N1 | 7 | -22
O=[N+]([O-])c1ccc(O)c(C=Nc2ccc3c(c2)OCO3)c1 | 23 | -7
O=C(/C=C/c1ccco1)NCCCN1CCOCC1 | 19 | -20
CCC1Sc2ccc(S(=O)(=O)CCC(=O)Nc3cccc(Br)c3)cc2NC1=O (configuration not stated) | 6 | -14
CC[C@]12c3[nH]c4ccc(OC)cc4c3CCN1C(=O)C(CC(=O)NCCCn1ccnc1)C[C@@H]2C(=O)N1CCN(C(=O)C2CC2)CC1 (some centres not stated) | 2 | 4
CCOc1cccc(CN2CCC(CCC(=O)NC3CC3)CC2)c1O | -4 | 1
C=C(C)CN(CC)C(=O)CSc1nc(O)cc(=O)n1C1CCCC1 | 7 | -35
O=C(CN(Cc1ccccc1)C(=O)c1ccc2c(c1)OCCO2)NCc1ccc2c(c1)OCO2 | 6 | -27
O=C(NCc1cc(Br)cc(Br)c1OC(=O)c1ccccc1[N+](=O)[O-])c1ccccc1 | 32 | -9
COc1cc(OC)cc(C(=O)NCc2n[nH]c(=S)n2-c2ccccc2)c1 | 9 | -10
N#CC1=C2SCN(Cc3ccco3)CN2C(=O)CC1c1cccc2ccccc12 (configuration not stated) | 15 | -23
FC(F)(F)c1nc(SCc2ccc(Cl)cc2Cl)n[nH]1 | 27 | -4
O=C(OCn1nnc2ccccc2c1=O)C1COc2ccccc2O1 (configuration not stated) | 32 | -14
CCCC(=O)NCCCc1nc2ccccc2n1C(C)C | 2 | -13
O=C(CSc1nnc(CNC(=O)c2cccc(C(F)(F)F)c2)o1)NCc1ccco1 | 34 | 8
Cc1nc(-c2ccccc2)nc(Cl)c1Cl | 6 | -11
C=CCn1c(COc2ccccc2)nnc1SCC(=O)Nc1ccc2c(c1)OCCO2 | 17 | -20
O=C1/C(=C/c2ccccn2)SC(=S)N1N1CCOCC1 | 2 | -11
COc1ccc(-c2nnn3c2nc(NCc2ccccc2)c2ccccc23)cc1 | 22 | -21
CCc1oc2ccccc2c1C(=O)CCN1CCCCC1 | 0 | -13
CCCNC(=O)c1onc(CSc2ccccc2)c1C(=O)NCCC | 34 | -18
Cc1cc(C(F)F)n2nc(C(=O)Nc3cc(C)on3)nc2n1 | 22 | 8
CCOc1ccccc1CN1CCN(CC2CC2)CC1CCO (configuration not stated) | 4 | -23
O=C(O)CCn1cc(/C=N/O)c(-c2cccc([N+](=O)[O-])c2)n1 | 11 | -19
COc1ccccc1N1CCN(C(=O)c2ccc3[nH]c(C)c(C)c3c2)CC1 | -3 | -11
COc1ccc(CCNC(=O)CCNS(=O)(=O)c2cccc(Cl)c2)cc1OC | 6 | -22
Cc1ccc(C)c(N2CCN(C(=O)CN3C(=S)NC(C)(C)CC3C)CC2)c1 (configuration not stated) | 30 | -21
Cc1c(NC(=O)c2ccc(CN3CCc4ccccc4C3)cc2)c(=O)n(-c2ccccc2)n1C | 12 | -19
